Compound activity (PubChem BioAssay)
CHRM1 PAM = potentiates human M1 receptor response to acetylcholine; P11229; CHO-K1 hM1, Fluo-8 calcium fluorescence, ACh EC20; 0% = ACh EC20, 100% = maximal ACh; activation, % at 3 µM; 360,000 tested, 0.088% active; AID 588819; in the data active = activation above about 19%, passing the limit was not always enough
Target sequence (P11229 whole entry, looked up): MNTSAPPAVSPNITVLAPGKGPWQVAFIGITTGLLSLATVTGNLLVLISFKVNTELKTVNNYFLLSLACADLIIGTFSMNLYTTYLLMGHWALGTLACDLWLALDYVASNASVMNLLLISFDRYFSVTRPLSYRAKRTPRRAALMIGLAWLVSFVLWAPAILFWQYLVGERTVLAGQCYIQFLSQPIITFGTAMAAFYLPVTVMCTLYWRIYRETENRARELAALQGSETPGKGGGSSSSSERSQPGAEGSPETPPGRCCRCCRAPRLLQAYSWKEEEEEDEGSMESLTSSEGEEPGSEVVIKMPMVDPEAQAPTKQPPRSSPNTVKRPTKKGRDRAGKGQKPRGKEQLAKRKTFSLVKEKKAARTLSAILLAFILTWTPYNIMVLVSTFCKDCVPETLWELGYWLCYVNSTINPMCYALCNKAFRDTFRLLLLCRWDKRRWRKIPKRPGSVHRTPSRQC
CRFR2-BP ag = agonists of human CRF-binding protein/CRF-R2 receptor complex; 350,000 tested, 0.46% active; activation, % at 13.2 µM; HEK293 CRF-R2/CRF-BP, calcium dye fluorescence (FLIPR); percent of saturating CRF peptide response;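 active = activation of at least 50%, plus an integration ratio under a set limit after plate pattern correction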;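 note: plate controls were neutral control wells without compound for no effect and CRF at EC100 for full effect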
M4 antag = blocks acetylcholine activation of human M4 receptor. P08173. CHO-hM4 cells, ACh EC80, Fluo-8 calcium fluorescence. inhibition, % at 3 µM. 360,000 tested, 0.73% active. AID 624125;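 active = inhibition above its plate's cutoff, the mean inhibition of sample wells plus 3 SD, cut at about 27% in these data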;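 note: 0% = acetylcholine EC80 with DMSO and 100% = DMSO without agonist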
CHRM4 PAM = CHRM4 positive allosteric modulation | activation, % at 3 µM | 360,000 tested, 0.4% active | P08173 | AID 624126 | CHO-K1 hM4/Gqi5, Fluo-8 calcium fluorescence, ACh EC20; 0% = ACh EC20, 100% = maximal ACh;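 active = activation above its plate's cutoff, the mean activation of sample wells plus 3 SD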; note: some results filed as inactive read as strong as hits
M1 antag = antagonists of human M1 muscarinic receptor. P11229. CHO-K1 hM1, Fluo-8 calcium fluorescence, ACh EC80 antagonist. inhibition, % at 3 µM. 360,000 tested, 1.3% active. AID 588852;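 active = percent inhibition above its own plate's cutoff, namely the mean of that plate's compound wells plus 3 SD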;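 note: peak over basal fluorescence ratio during 140 s after agonist addition; 0% = ACh EC80 plus DMSO and 100% = DMSO alone without agonist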
M4 ag = CHRM4 agonism in calcium assay | CHO-K1 hM4/Gqi5, Fluo-8 calcium fluorescence; vehicle 0%, full acetylcholine response 100% | activation, % at 3 µM | 360,000 tested, 0.14% active | AID 624127;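 active = activation above the run mean over all test wells plus 3 SD, cut at about 32% in these data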;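 note: peak over basal fluorescence ratio per well then scaled between controls; 0% = DMSO wells and 100% = acetylcholine at EC100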
CHRM5 antagonist = CHRM5 antagonism in calcium assay; inhibition, % at 3 µM; CHO-hM5 cells, Fluo-8 calcium fluorescence, ACh EC80; AID 624040; 360,000 tested, 0.59% active;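 active = inhibition above a per-plate cutoff, the mean of that plate's test compounds plus 3 SD, cut at about 27% in these data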;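 note: 0% = acetylcholine EC80 with DMSO and 100% = DMSO without agonist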
Target sequence (P08912 whole entry, looked up): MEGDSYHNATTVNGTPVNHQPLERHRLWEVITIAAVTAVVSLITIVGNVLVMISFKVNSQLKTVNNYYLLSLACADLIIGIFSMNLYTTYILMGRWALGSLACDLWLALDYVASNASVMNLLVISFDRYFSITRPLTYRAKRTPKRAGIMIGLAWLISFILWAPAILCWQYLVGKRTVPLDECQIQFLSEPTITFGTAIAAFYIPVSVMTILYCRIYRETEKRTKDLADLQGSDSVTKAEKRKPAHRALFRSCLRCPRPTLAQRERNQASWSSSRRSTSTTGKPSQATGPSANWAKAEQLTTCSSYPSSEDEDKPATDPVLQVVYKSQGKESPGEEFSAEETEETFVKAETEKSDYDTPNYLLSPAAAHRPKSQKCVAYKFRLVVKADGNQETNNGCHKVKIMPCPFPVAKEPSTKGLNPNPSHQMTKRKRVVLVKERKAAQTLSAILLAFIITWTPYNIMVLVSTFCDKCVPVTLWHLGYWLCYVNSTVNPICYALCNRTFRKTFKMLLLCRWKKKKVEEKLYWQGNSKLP
CHRM5 PAM = potentiates acetylcholine response at human M5 receptor | AID 624038 | CHO-K1 hM5, Fluo-8 calcium, ACh EC20 PAM; 0% = ACh EC20, 100% = ACh EC100 | 360,000 tested, 0.3% active | activation, % at 3 µM | P08912;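 active = activation above the run cutoff, the mean activation of all test compounds plus 3 SD, cut at about 18% in these data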
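Measured by: Fluo-8 calcium fluorescence; material: human M5 receptor in CHO-K1 cells; schedule: Post-acetylcholine fluorescence recording 140 s; benchmarks: low control EC20 acetylcholine (0%), high control EC100 acetylcholine (100%); read-out: Max/basal fluorescence ratio as % of EC20–EC100 ACh window; compound: single dose, 3 µM nominal final test concentration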
M5 ag = agonists of human muscarinic M5 receptor (CHRM5); P08912; CHO-K1 hM5 cells, Fluo-8 calcium fluorescence; 0% DMSO wells, 100% maximal acetylcholine response; activation, % at 3 µM; 360,000 tested, 0.19% active; AID 624037;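 active = activation above the run's mean over test compounds plus 3 SD, cut at about 23% in these data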;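 note: signal is peak over basal fluorescence ratio across the kinetic read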
* = called active by the depositor; x = not tested or not shown.

SMILES	CHRM1 PAM	CRFR2-BP ag	M4 antag	CHRM4 PAM	M1 antag	M4 ag	CHRM5 antagonist	CHRM5 PAM	M5 ag
Cc1cccc(NC(=O)CCN2CC(C)OC(C)C2)c1 (stereo not drawn)	5.8	-0.4	-1.3	7.8	-14.1	2.3	1.3	9.4	2.3
CC1CCCCN1C(=O)CNCC1CCCO1 (stereo not drawn)	6.0	-1.3	8.9	-4.5	-4.8	0.2	-0.2	3.8	-1.6
Cc1cccc(C)c1NC(=O)CSCc1cccc(CSCC(=O)Nc2c(C)cccc2C)n1	-6.0	-1.0	-3.8	1.3	-6.2	4.3	-9.0	-1.1	-0.7
Cc1ccc(-c2nnc(N3CCC(C)CC3)c3ccccc23)cc1	-6.1	-0.7	11.0	-5.7	6.8	-2.5	4.8	-5.5	-14.2
O=C1OCC2=C1C(c1ccc(F)cc1)Sc1ccccc1N2 (stereo not drawn)	-1.1	-2.3	-4.2	4.3	-27.8	11.2	14.3	-9.9	-3.4
COCCn1c(=NC(=O)c2ccc(S(=O)(=O)N3CCOCC3)cc2)sc2cc(S(N)(=O)=O)ccc21	-5.3	-0.6	1.7	4.8	2.4	5.0	3.2	1.2	1.6
COc1ccccc1CNC(=O)C1CCN(C(=O)N(C)C)CC1	2.1	3.3	-1.6	-3.0	-2.1	1.5	-11.9	1.9	0.7
Cc1ccc(-c2nnc(Nc3ccc4c(c3)nc(C)n4C)c3ccccc23)cc1	-2.5	-0.6	-6.0	7.6	3.3	-0.8	5.2	11.8	-0.6
C=CCn1c(SCC(=O)N2CCN(c3ccc(F)cc3)CC2)nnc1-c1cccs1	2.5	-0.1	-6.1	3.4	-9.2	-0.2	7.0	-5.0	2.5
Cc1cccc(C(=O)N(CC(=O)Nc2sc(C)c(C)c2C(N)=O)C2CCCC2)c1	8.0	-3.2	-3.9	-9.3	-0.3	15.7	11.1	-4.1	1.4
O=C(Cn1nnc(-c2ccccc2)n1)N/N=C/c1ccc(-c2ccc(Cl)cc2)o1	-1.5	1.3	1.8	3.7	-2.6	0.3	6.9	-6.7	-0.4
COc1cccc(OC)c1OCCCCCc1c(C)n[nH]c1C	-5.3	1.2	5.7	-6.9	6.5	12.1	8.6	-10.9	3.7
Cn1c(SCC(=O)Nc2nccs2)nnc1-c1ccncc1	8.1	0.1	4.5	-4.8	-18.8	1.0	4.2	-11.2	-0.8
CC1CCCCN1CC(=O)Nc1ccc2c(c1)OC(F)(F)O2 (stereo not drawn)	-22.3	-0.1	2.4	-7.9	19.2	1.5	0.3	-0.3	-7.0
Cc1cn(C2OC(COC(=O)c3ccccc3)C(O)C2Cl)c(=O)[nH]c1=O (stereo not drawn)	5.8	1.6	-2.9	-5.9	6.7	2.6	-2.0	1.0	1.4
Cc1ccc(C2NC(=O)c3sc(=S)n(-c4ccccc4)c3N2)cc1 (stereo not drawn)	7.3	-1.3	-1.8	-5.5	-11.1	1.8	5.5	4.8	2.7
COC(=O)[C@@]12C[C@@H](CC(=O)NCc3cccc4ccccc34)C(=O)N(Cc3cccc4ccccc34)C1=CCC(C)(C)C2	x	x	2.7	2.5	x	1.2	-8.1	4.5	1.4
O=C(NCCc1ccccc1)C1CCN(C2CCN(C(=O)CC3=CCCCC3)CC2)CC1	-0.1	-3.0	-5.8	-1.6	-3.5	2.6	3.1	0.4	-3.5
CCOc1ccc2nc(NC(=O)CSCC(=O)Nc3cc(C)on3)sc2c1	3.4	-0.6	-4.5	7.8	-4.5	0.0	1.7	-3.4	2.7
CC(=O)NCCOc1ccc2oc3ccccc3c2c1	8.2	-0.2	2.3	1.6	-13.1	3.5	0.6	0.3	-3.5
COc1ccc(C2/C(=C(/O)c3ccccc3)C(=O)C(=O)N2CCN2CCOCC2)c(OC)c1 (stereo not drawn)	5.6	-0.8	7.9	6.5	-0.3	0.8	-7.3	2.6	-5.7
Cc1ccccc1C(=O)Nc1ccc(N2CCCC2)cc1	-8.1	2.7	9.1	-17.5	30.1	14.3	9.1	-9.0	-3.0
CN(CC(=O)N1CCCC1)S(=O)(=O)c1ccc(Cl)cc1	4.8	1.3	-0.1	10.1	-3.4	0.3	-1.6	-2.3	-0.3
COc1ccccc1-n1c(C)cc(/C=C2/C(=N)N3C(=NC2=O)SN=C3S(C)(=O)=O)c1C	2.4	0.5	1.6	9.2	-2.0	0.5	8.8	-4.0	-3.7
CC(Nc1c([N+](=O)[O-])c(=O)oc2ccccc12)C(Cl)c1ccccc1 (stereo not drawn)	9.3	4.8	-3.6	-3.7	-17.6	3.1	-0.5	2.5	1.3
CC(C)C(NC(=O)C(Cc1ccccc1)NC(=O)OCc1ccccc1)C(=O)O (stereo not drawn)	9.0	-2.0	-10.4	12.7	-5.7	0.5	-5.2	8.2	0.3
Cc1ccccc1N(CC(=O)NCc1ccccc1)C(=O)CCC(=O)Nc1nccs1	-1.4	-1.7	10.7	-3.9	3.4	2.0	5.7	-0.2	4.6
CCOC(=O)c1sc(N)c(C#N)c1CSc1nc2ccc(C)cc2[nH]1	3.1	-0.9	-13.2	2.2	-15.9	2.8	2.4	-2.4	-2.9
O=C(N/N=C/C(Br)=C/c1ccccc1)c1ccc([N+](=O)[O-])cc1	6.5	-0.6	2.8	-0.1	-1.4	1.3	12.0	-2.7	-3.1
COc1nc(NC(C)(C)C)nc(Oc2ccc(=O)n(C)n2)n1	9.5	-1.2	3.4	0.0	-9.7	0.8	1.3	3.0	-0.2

A section from further up, for reference:
SMILES	CHRM1 PAM	CRFR2-BP ag	M4 antag	CHRM4 PAM	M1 antag	M4 ag	CHRM5 antagonist	CHRM5 PAM	M5 ag
O=C(N/N=C/C(Br)=C/c1ccccc1)c1ccc([N+](=O)[O-])cc1	6.5	-0.6	2.8	-0.1	-1.4	1.3	12.0	-2.7	-3.1
COc1nc(NC(C)(C)C)nc(Oc2ccc(=O)n(C)n2)n1	9.5	-1.2	3.4	0.0	-9.7	0.8	1.3	3.0	-0.2

Results in M4 antag, M1 antag and CHRM5 PAM, for some of the entries so far:
Molecule	M4 antag	M1 antag	CHRM5 PAM
COC(=O)[C@@]12C[C@@H](CC(=O)NCc3cccc4ccccc34)C(=O)N(Cc3cccc4ccccc34)C1=CCC(C)(C)C2	2.7	x	4.5
O=C(NCCc1ccccc1)C1CCN(C2CCN(C(=O)CC3=CCCCC3)CC2)CC1	-5.8	-3.5	0.4

(further entries)
SMILES	CHRM1 PAM	CRFR2-BP ag	M4 antag	CHRM4 PAM	M1 antag	M4 ag	CHRM5 antagonist	CHRM5 PAM	M5 ag
CCOC(=O)N1CCC(NC(=O)c2cccc3c2C(=O)N(c2ccc(OC)cc2)C3)CC1	1.1	-1.6	-8.4	-0.2	-4.5	5.0	0.3	-4.2	2.0
Fc1ccc(-c2csc(-c3cccnc3)n2)cc1F	11.3	-1.4	0.4	-4.8	-20.6	1.1	4.2	-4.2	-3.4
Cc1ccc(CNC(=O)C2CC(=O)OC23CCCC3)c(C)c1 (stereo not drawn)	10.6	-0.2	14.3	16.7	2.1	1.7	-2.8	-0.1	4.0
Cc1ccc(-n2c(=O)c(C#N)cc3c(=O)n4ccccc4nc32)cc1	7.2	2.3	-8.0	-2.2	-7.4	1.5	-0.7	-0.4	0.0
Cc1cc(C(=O)COC(=O)c2cccc(O)c2)c(C)n1C1CC1	7.4	6.3	-2.9	10.0	2.7	5.3	10.8	-3.7	-1.9
CN(CCCC1CCCC1)C(=O)CC1C(=O)NCCN1Cc1cccc(F)c1F (stereo not drawn)	-0.6	3.0	9.1	-1.0	5.3	2.4	4.3	-1.7	-4.0
COC(=O)C1=C(C)N(c2cccc3ccccc23)C(=O)C1	2.9	-5.2	-11.1	1.5	-1.5	0.3	-6.1	11.0	-0.1
Cc1ccc(NC(=O)C2CCN(C(=O)c3cccs3)CC2)cc1	-2.7	-1.5	7.3	-5.1	9.0	1.4	15.7	-5.8	-3.9
COc1ccc(C(=O)C[n+]2ccc3ccccc3c2C)cc1	-5.9	1.7	-0.8	-5.6	1.7	0.2	-7.0	-0.5	-4.0
C#CCN(C[C@H]1[C@H](OC(=O)NC2CCCC2)[C@H](OC(=O)NC2CCCC2)C[C@H]2C(=O)N(c3ccccc3)C(=O)[C@@H]12)S(=O)(=O)c1ccc(C)cc1	-3.9	-0.7	-0.7	-1.8	-2.3	-0.9	11.1	-2.4	-1.4
O=C(Nc1ccccc1O)c1ccc2c(c1)C(=O)N(N1C(=O)c3ccccc3C1=O)C2=O	11.9	0.0	2.6	-1.2	-15.0	0.0	16.4	-8.4	-4.9
CC(=O)N[C@@H]1c2c(ccc3ccccc23)OC[C@@H]1COC(C)=O	3.9	-1.8	-20.4	14.4	-0.4	1.3	7.1	-8.6	-5.7
Cc1cc(C2C(=O)NC(=O)C2=O)c(C)cc1Br (stereo not drawn)	5.0	-0.3	-8.0	5.8	-16.5	-0.2	4.2	-0.1	1.1
CCCC(=O)Nc1cccc(NC(=S)NC(=O)C(C)Oc2ccc(Cl)cc2Cl)c1 (stereo not drawn)	8.7	4.2	-0.7	-1.2	-6.6	2.0	-2.2	1.2	0.7
O=C(OCc1ccccc1)N1C=CCC[C@@H]1c1c(Cl)cccc1Br	-12.6	x	-17.2	-9.2	17.5	-2.2	2.2	-4.7	-1.5
CC1Sc2ccc(S(=O)(=O)N3CCC(C(=O)N4CCN(C)CC4)CC3)cc2NC1=O (stereo not drawn)	12.4	2.4	4.2	-3.3	-8.6	-1.4	-3.0	7.5	-3.5
CCOc1ccc(-c2c(C)n([O-])c3c([n+]2=O)CCCCC3)cc1	6.0	-0.3	-1.5	-1.7	-0.9	6.0	11.5	-2.1	3.2
CC(C)(C)NC(=O)CN(Cc1cccs1)C(=O)CNS(=O)(=O)c1ccccc1	6.8	1.0	8.0	-4.3	-6.4	x	4.4	-0.5	-0.5
O=C(Nc1ncccc1Cl)C(Sc1ccccc1)c1ccccc1 (stereo not drawn)	2.2	0.0	2.3	1.1	-3.4	-2.9	-3.6	1.6	-3.7
CC(SCc1ccccc1)C(=O)Nc1ccc(F)cc1 (stereo not drawn)	3.6	-2.5	-7.5	-1.4	0.8	-0.4	8.3	0.0	-0.2
CN(C)c1nc(OCCOC(=O)COc2ccc(Cl)cc2Cl)nc(N(C)C)n1	1.9	7.5	2.4	12.3	-8.1	-1.7	-0.5	5.5	-1.4
CCS(=O)(=O)N1CCCC(C(=O)NC2CCCC2)C1 (stereo not drawn)	7.3	-1.2	-2.3	0.0	-6.2	0.2	-4.1	4.6	3.1
O=C(CN1CCN(c2ccccc2)CC1)NC(=O)NCc1ccco1	2.7	0.2	5.3	-0.7	-3.5	0.6	1.6	-2.9	0.8
COCCCNC(=O)C[C@H]1C[C@H](C(=O)N2CCOCC2)[C@@]2(CCC3CCCC3)c3[nH]c4cc(CCC(=O)N(C)C)ccc4c3CCN2C1=O	15.6	1.1	1.8	2.8	-9.1	0.3	0.1	-3.5	-0.2
COc1ccc(Br)cc1S(=O)(=O)NCc1ccccn1	13.3	0.4	2.3	3.5	-15.2	-0.2	3.0	5.0	2.8
CC(=O)N1CCN(C(=O)c2cccc(S(=O)(=O)Nc3ccc(C)cc3)c2)CC1	4.9	0.4	4.9	-1.2	-6.0	0.0	-0.6	-2.3	-1.2
Cc1nc(N2CCN(C)CC2)c2c3c(sc2n1)CCCC3	-10.8	-2.2	-0.7	-6.5	3.5	0.2	4.3	-15.0	-25.6
